# Screening data: PubChem, Broad Institute
# esBAF inh – SWI/SNF esBAF complex inhibition. mouse ES cells, Bmi1-luciferase knock-in reporter, 24 h; 100% = twice the neutral-well signal. reporter increase, % at 12.5 µM. 2% of 350,000 active. AID 602393; in the data active = activation above about 40%;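 also: 0% = median of the plate's neutral control wells and 100% = double that signal; a rise in the Bmi1 reporter signal indicates esBAF inhibition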
# miR122 inh – blocks miR-122 activity in Huh7 sensor cells; AID 602342; activation (reporter increase), % at 12.5 µM; 0.3% of 340,000 active; Huh7 miR-122 Renilla luciferase sensor, 48 h; neutral wells = 0, positive control = 100;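 active = mean replicate activation score at least 90 and every replicate individually at or above 90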;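 also: higher luciferase means less miR-122 activity so hits act as miR-122 inhibitors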
# SIRT5 block – sirtuin-5 (human) deacylase inhibition; Purified SirT5, succinyl-peptide AMC, trypsin-coupled fluorescence; inhibition, % at 15 µM; AID 652115; 1.1% of 330,000 active; in the data active = inhibition above about 15%
# Target sequence (Q9NXA8 whole entry, looked up): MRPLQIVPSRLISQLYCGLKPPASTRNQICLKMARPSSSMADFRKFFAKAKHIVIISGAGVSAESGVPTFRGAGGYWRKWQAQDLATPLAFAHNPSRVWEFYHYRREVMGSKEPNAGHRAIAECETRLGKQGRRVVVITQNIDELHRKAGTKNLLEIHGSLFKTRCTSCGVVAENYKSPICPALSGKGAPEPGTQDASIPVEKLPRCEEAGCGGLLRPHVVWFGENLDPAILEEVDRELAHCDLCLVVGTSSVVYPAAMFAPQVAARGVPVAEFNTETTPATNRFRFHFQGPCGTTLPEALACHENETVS
# ERp5 block – inhibitors of human ERp5. Q15084. ERp5 insulin aggregation, absorbance 650 nm, 90 min. inhibition, % at 9.99 µM. 0.05% of 350,000 active. AID 651711;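 active = mean replicate inhibition above about 25%, with every replicate also reaching it, limit read from the data, passing the limit was not always enough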
# Target sequence (Q15084 whole entry, looked up): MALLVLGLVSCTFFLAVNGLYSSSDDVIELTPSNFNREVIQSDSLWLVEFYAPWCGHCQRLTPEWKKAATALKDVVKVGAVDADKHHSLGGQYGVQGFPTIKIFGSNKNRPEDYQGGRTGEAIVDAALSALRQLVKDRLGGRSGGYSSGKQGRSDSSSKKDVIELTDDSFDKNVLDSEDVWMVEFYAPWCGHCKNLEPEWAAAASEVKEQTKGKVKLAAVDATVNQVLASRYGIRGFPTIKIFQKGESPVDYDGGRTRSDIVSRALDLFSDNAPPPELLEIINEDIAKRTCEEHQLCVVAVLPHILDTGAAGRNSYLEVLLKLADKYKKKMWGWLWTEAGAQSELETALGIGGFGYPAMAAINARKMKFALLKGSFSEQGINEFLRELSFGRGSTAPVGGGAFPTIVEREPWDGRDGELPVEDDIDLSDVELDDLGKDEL
# ARNT-TACC3 inh – ARNT/TACC3 interaction disruption. Q9Y6A5. AlphaScreen His-ARNT PAS-B/GST-TACC3 binding, luminescence; TACC3 fragment carries E629A point mutation. inhibition, % at 9.99 µM. 0.66% of 390,000 active;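 active = mean inhibition of replicates at least 50% and at least half of replicates each reaching 50%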;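 also: 0% = complete ARNT plus TACC3 wells and 100% = ARNT alone without TACC3; many hits fall short of the cut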
# Cneo AK release – causes C. neoformans cell lysis; adenylate kinase release luminescence, 4 h; normalised: neutral wells 0, clomiphene wells 100; 0.2% of 360,000 active; lysis activity, % at 15 µM; AID 651654;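 active = mean lysis activity across replicates of at least 80%, whatever share of replicates individually reach that level; inactive = mean lysis activity below 80%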
#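 Assay system: Cryptococcus neoformans yeast cells / Dosing: single-point compound dose / Timing: 4 h at 37 °C static, read 1 h later / Measured by: luminescence of released adenylate kinase using an AK detection reagent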
# Statin myotox sup – suppressors of simvastatin-induced myotoxicity in C2C12 myotubes; ATP luminescence, 48 h; scaled: DMSO 0, geranylgeraniol control 100; rescue of ATP level, % at 7.49 µM; 0.78% of 330,000 active;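 active = mean ATP rescue above about 67%, or every replicate alone reaching that limit, limit read from the data, passing the limit was not always enough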;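 also: myotubes were challenged with 10 µM simvastatin during compound exposure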
# Numbers without * were called inactive; . = not tested or not shown; & = joins results of further samples; [ ] = dose if it differs, or a comment. This is a random part of the collection. Share with any hit: about 4%.
SMILES,esBAF inh,miR122 inh,SIRT5 block,ERp5 block,ARNT-TACC3 inh,Cneo AK release,Statin myotox sup
CC(NC(=O)c1ccccc1F)c1nnc(SCC(=O)NC2CCCCC2)n1C (stereo unspecified),-6,-4,-1,1,1,-4,27
COc1ccc(CN(C)C[C@@H]2OCCCC[C@@H](C)Oc3ccc(N(C)C)cc3C(=O)N([C@H](C)CO)C[C@H]2C)cc1,-5,3[16.7 µM],-6,3,9,3,4
CCOC(=O)c1cccc(NC(=O)C(C)N2C(=O)c3ccccc3C2=O)c1 (stereo unspecified),-10,7,.,.,-1,-2,3
C/C=C/Cn1c(SC)nc2c1c(=O)[nH]c(=O)n2C,-8,1,.,.,0,-8,.
CN([C@@H](Cc1ccc(OS(=O)(=O)c2cccc3cnccc23)cc1)C(=O)N1CCN(c2ccccc2)CC1)S(=O)(=O)c1cccc2cnccc12,13,7,.,.,3,-1,-63
CC1=C(C(=O)N2CCOCC2)CC(CC(=O)NCc2cccs2)C(=O)N1CCC1=CCCCC1 (stereo unspecified),-7,-3,-3,5,.,9,-9
CCCCOc1ccc(C(=O)Nc2ccc(OCC(=O)N3CCOCC3)cc2)cc1,25,1,-3,0,-3,-9,1
Cc1ccccc1N=Cc1c(O)n(-c2nccs2)c(=O)c2ccccc12,.,-10,-8,-5,4,1,.
C[C@@H]1CN([C@H](C)CO)S(=O)(=O)c2ccc(C#Cc3ccccc3)cc2O[C@H]1CN(C)S(C)(=O)=O,0,5[16.7 µM],1,-1,4,2,-23
CCc1nc(SCC(=O)NCc2ccco2)c2c3c(sc2n1)CCCC3,.,-8,.,.,-5,1,.
NNC(=S)Nc1ccc(S(=O)(=O)N2CCOCC2)cc1,0,2,-8,5,2,0,-7
COc1ccc(C2CC2/C(C)=N/OC(=O)c2ccc(F)cc2)cc1 (stereo unspecified),2,5,-2,-5,-1,.,10
Cc1ccccc1-c1cccc([C@@H]2C[C@H]3[C@H](CON3C)CN2C(=O)CCc2ccccc2)c1,4,-3,.,-3,0,-2,10
COc1ccc(S(=O)(=O)N2CCC(C(=O)NCc3cccc(OC)c3)CC2)cc1,-12,2,.,.,.,-1,-2
O=C(O)CNC(=O)c1ccc2c(c1)OCCO2,0,.,-1,4,2,0,-13
COc1cccc(C#Cc2ccc([C@@H]3[C@H](C#N)N(C(=O)C4CC4)[C@H]3CO)cc2)c1,9,.,-4,-3,-26,-2,0
Cc1ccc(-n2nnnc2-c2cccnc2)cc1,-2,-6,-3,-7,-2,2,-14
COc1ccc(NC(=O)c2cccc(N3C(=O)C4C5CCC(C5)C4C3=O)c2)cc1 (stereo unspecified),6,-4,2,0,-7,0,-3
CC(=O)N(C)C[C@H]1Oc2ncc(C#Cc3ccncc3)cc2C(=O)N([C@@H](C)CO)C[C@@H]1C,-2,-4[16.7 µM],1,1,-3,57,14
Clc1ccc(Nc2nc(C3CC3)cs2)cc1,30,10,-2,6,3,-2,-43
CC1(C(=O)NS(=O)(=O)C2CC2)CCCN(C(=O)c2ccc(F)cc2Cl)C1 (stereo unspecified),-1,.,4,-10,.,0,5
CCCC(=O)Nc1ccc2c(c1)C(=O)N(C)[C@H]1CC[C@@H](CC(=O)NCCc3ccccc3)O[C@H]1CO2,3,59[16.7 µM],-5,3,-8,-3,36
N#C[C@H]1[C@H](c2ccc(C#Cc3ccccc3F)cc2)[C@H](CO)N1C(=O)C1CC1,18,.,-2,-1,-3,-10,-10
COC(=O)[C@H](CC(C)C)N(Cc1ccccc1)S(=O)(=O)N(Cc1ccc(OC)cc1)[C@@H](CC(C)C)C(=O)OC,0,.,.,1,-6,2,-13
O=C(NCCOc1nc(N2CCCCC2)nc(N2CCCCC2)n1)Nc1ccccc1,0,-4,-1,3,.,11,8
CC1CCN(C(=O)C2CCCN(S(=O)(=O)c3cccc4nsnc34)C2)CC1 (stereo unspecified),5,1,-7,-1,5,-3,4
COCCNC(=O)c1c[nH]c2ccc(S(=O)(=O)N3CCOCC3)cc2c1=O,7,-5,-4,0,-1,2,-2
CN(C(=O)c1ccc(NC(=O)Cc2cccc([N+](=O)[O-])c2)cc1)C1CC1,5,2,.,11,-27,-1,-2
CCN(CC)C(=O)c1ccc(-c2nnc(Nc3cccc(O)c3)c3ccccc23)cc1,10,.,6,3,17,-1,-24
CC1CCN(CCNC(=O)C2CCN(S(=O)(=O)c3cccc4nsnc34)CC2)CC1,-5,0,1,3,10,-5,23
COc1cccc(NC(=O)N[C@@H]2CC[C@H](CC(=O)Nc3ccccc3)O[C@H]2CO)c1,7,.,2,-2,24,1,1
Cc1nn(C)c(C)c1CNC(=O)Nc1ccc2c(c1)OCO2,26,-3,3,-1,1,-1,-4
C[C@H]1CN([C@@H](C)CO)C(=O)Cc2cc(NC(=O)C3CC3)ccc2O[C@H]1CN(C)S(=O)(=O)c1cccs1,-5,8[16.7 µM],3,9,.,-4,-2
Cc1nc([N+](=O)[O-])c(Br)n1Cc1ccc(Cl)c(Cl)c1,-70,-3,1,4,-2,-2,24
CCCc1cc(=O)c2c(O)ccc(OC)c2o1,4,-2,-4,5,-2,-1,-4
Cc1ccc(S(=O)(=O)N[C@@H]2CC[C@H](CC(=O)N3CCC(Cc4ccccc4)CC3)O[C@H]2CO)cc1,-7,.,2,2,-7,3,11
Cc1ccccc1CN(C)c1ccc(S(=O)(=O)N2CCN(C)CC2)cn1,1,-2,0,6,-24,0,3
Brc1cccc(-c2nnc(-c3ccccc3)o2)c1,.,6,.,.,-6,1,.
CCCc1cc(=O)n2[nH]c(C)c(-c3ccc(Cl)cc3)c2n1,-7,.,-4,-1,.,0,-11
O=C(Nc1ccccc1C(F)(F)F)NC1(C(=O)N2CCOCC2)CCCCC1,20,1,8,-5,6,0,25

# 3 entries drawn at random from the list so far, as already listed:
SMILES,esBAF inh,miR122 inh,SIRT5 block,ERp5 block,ARNT-TACC3 inh,Cneo AK release,Statin myotox sup
Brc1cccc(-c2nnc(-c3ccccc3)o2)c1,.,6,.,.,-6,1,.
CN(C(=O)c1ccc(NC(=O)Cc2cccc([N+](=O)[O-])c2)cc1)C1CC1,5,2,.,11,-27,-1,-2
COc1cccc(NC(=O)N[C@@H]2CC[C@H](CC(=O)Nc3ccccc3)O[C@H]2CO)c1,7,.,2,-2,24,1,1

# Next section.
SMILES,esBAF inh,miR122 inh,SIRT5 block,ERp5 block,ARNT-TACC3 inh,Cneo AK release,Statin myotox sup
CCOC(=O)C1CCN(C(=O)COC(=O)CN(C)S(=O)(=O)c2ccc(NC(C)=O)cc2)CC1,.,3,2,-4,1,1,.
Cc1ccc(S(=O)(=O)N[C@@H](Cc2ccccc2)C(=O)N2CCC(C(=O)N[C@@H](CC(C)C)C(=O)O)CC2)cc1,-3,-9,0,-10,-24,2,9
O=C(OCc1ccccc1)c1cccc(-c2nnn(Cc3ccccc3)n2)c1,39,-14,.,.,-4,0,8
c1ccc(C[C@H]2CN=C(Nc3ccccc3)N2CCCC2CCCCC2)cc1,-4,-7,.,8,3,1,-17
COc1ccccc1-n1c(=O)c2c3c(sc2n2c(SC(C)C)nnc12)CCC3,15,3,.,.,5,0,.
Cc1ccc(SCCNC(=O)C(CO)(CO)CO)cc1,2,.,-3,1,-27,0,-10
CC(C)NC(=O)N(C)C[C@H]1Oc2c(NC(=O)c3ccc(-c4nccs4)cc3)cccc2C(=O)N([C@H](C)CO)C[C@H]1C,-13,2[16.7 µM],4,-6,.,-1,.
O=C(Oc1cccc2ccccc12)c1cc(Cl)nc2ccccc12,.,.,-5,1,2,.,.
COc1ccc(C(=O)NCCN2CCOCC2)cc1OC,-2,.,.,.,-4,-3,33
COc1ccc(OCCCC(=O)Nc2cc([N+](=O)[O-])ccc2C)cc1,-7,8,.,.,.,0,73*
Cc1ccnc(Nc2nc(-c3sc(C)nc3C)cs2)c1,43*,-15,2,-3,3,-13,-23
CCn1c(SCC(=O)Nc2cc3oc4ccccc4c3cc2OC)nnc1-c1cccs1,6,12,.,.,1,-4,-13
CSCSC1=C(C#N)C(c2ccccc2Cl)C(C(C)=O)=C(C)N1 (stereo unspecified),5,2,.,.,14,-3,-5
Cc1ccccc1S(=O)(=O)N1C[C@@H]2[C@H](c3ccccc31)[C@@H](CO)N2C(=O)CC1CC1,-6,-25[16.7 µM],12,-1,-3,-1,0
CC(=O)NCC(=O)NC1CC(C)(C)Cc2c1cnn2-c1ccccc1 (stereo unspecified),2,4,-1,0,6,-2,-9
CC(C)OC(=O)c1cc(C(=O)c2cc(Br)ccc2O)coc1=N,-5,2,-4,7,11,0,14
COC(=O)CSc1nc(N)nc(C)c1Br,-8,-8,0,-7,.,-1,.
COc1ccccc1Nc1nc(C)cs1,16&1,3&3,.,.,4&16,41&0,-6&0
CC(CCc1ccco1)NC(=O)Cn1ncc2c1-c1ccccc1OC2 (stereo unspecified),8,-1,-1,-2,-1,-1,-9
C[C@H]1CN([C@@H](C)CO)C(=O)c2cc(NC(=O)Cn3cnnn3)ccc2O[C@@H]1CN(C)S(=O)(=O)c1ccc(F)cc1,-1,18[16.7 µM],31*,3,-6,0,26
C[C@@H]1CCCCO[C@H](CN(C)Cc2ccncc2)[C@H](C)CN([C@H](C)CO)C(=O)c2cc(N(C)C)ccc2O1,-4,0[16.7 µM],-2,2,-8,1,-5
COc1ccccc1OCC(=O)Nc1nnc(C2CCCC2)s1,4,.,-1,-14,-9,-2,4
O=C(CC(F)(F)F)N1C[C@H]2[C@@H](c3ccccc31)[C@H](CO)N2C(=O)Cc1cccnc1,-1,-33[16.7 µM],0,-3,0,-1,-14
COc1ccc(C(C)=O)cc1COC(=O)CNC(=O)c1cc(C)cc(C)c1,.,.,2,1,0,.,.
O=C(c1ccncc1)N1CC[C@@H]2[C@@H](CO)Nc3ccc(C4=CCCCC4)cc3[C@@H]21,6,5[16.7 µM],2,-5,6,3,6
CCOC(=O)c1cnc2ccc(OCC)cc2c1N(C)Cc1ccccc1,-9,-2,.,1,-4,1,-13
Cc1cc(/C=N/NC(=O)c2ccc(O)cc2)c(C)n1CC(C)C,20,5,-5,2,11,6,13
COCCCNC(=O)c1ccc(Cn2c(=O)c3ccccc3n(Cc3cc(C)ccc3C)c2=O)cc1,-4,4,.,.,-2,0,24
CC(C)NC(=O)Nc1ccc2c(c1)C(=O)N([C@@H](C)CO)C[C@@H](C)[C@H](CN(C)C(=O)Nc1cccc3ccccc13)O2,-2,4[16.7 µM],-7,-4,5,0,10
C[C@@H]1CCCCO[C@@H](CN(C)Cc2ccc(Cl)c(Cl)c2)[C@H](C)CN([C@@H](C)CO)C(=O)c2cc(NC(=O)Nc3ccc(C(F)(F)F)cc3)ccc2O1,4,3[16.7 µM],-3,-1,-4,1,-90
O=C(Nc1ccc(N2CCOCC2)c(Cl)c1)c1ncn[nH]1,9,-2,.,.,58*,-8,3
CC(=O)n1c2c(c3ccccc31)OC(N)=C(C#N)C2c1cccc(Cl)c1Cl (stereo unspecified),-3,16,1,-2,12,.,2
O=C(NC1CCCCCC1)C1CCCN(S(=O)(=O)c2cccs2)C1 (stereo unspecified),11,1,.,.,3,5,-17
COc1ccc(CC(=O)Nc2c3c(nn2C(C)(C)C)CS(=O)C3)cc1 (stereo unspecified),1,2,1,1,1,-1,.
CCCCc1nc2ccccc2c(NC(=O)CNC(C)(C)C)c1CCC,1,0,.,.,-8,10,-28

# 6 entries from above in another layout:
mol	esBAF inh	miR122 inh	SIRT5 block	ERp5 block	ARNT-TACC3 inh	Cneo AK release	Statin myotox sup
COCCCNC(=O)c1ccc(Cn2c(=O)c3ccccc3n(Cc3cc(C)ccc3C)c2=O)cc1	-4	4	.	.	-2	0	24
CC1CCN(C(=O)C2CCCN(S(=O)(=O)c3cccc4nsnc34)C2)CC1 (stereo unspecified)	5	1	-7	-1	5	-3	4
C[C@@H]1CCCCO[C@H](CN(C)Cc2ccncc2)[C@H](C)CN([C@H](C)CO)C(=O)c2cc(N(C)C)ccc2O1	-4	0[16.7 µM]	-2	2	-8	1	-5
CC(C)NC(=O)Nc1ccc2c(c1)C(=O)N([C@@H](C)CO)C[C@@H](C)[C@H](CN(C)C(=O)Nc1cccc3ccccc13)O2	-2	4[16.7 µM]	-7	-4	5	0	10
C[C@H]1CN([C@@H](C)CO)C(=O)Cc2cc(NC(=O)C3CC3)ccc2O[C@H]1CN(C)S(=O)(=O)c1cccs1	-5	8[16.7 µM]	3	9	.	-4	-2
COc1ccccc1Nc1nc(C)cs1	16&1	3&3	.	.	4&16	41&0	-6&0
